LYP inh 2: blocks human PTPN22 phosphatase activity | Q9Y2R2 | recombinant LYP catalytic domain, DiFMUP fluorescence | inhibition, % at 2 µM | 96,000 tested, 0.21% active | AID 640;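 active = inhibition at 2 µM at or above a set limit, the screen mean plus 3 SD, cut at about 24% in these data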;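 note: 0% = DMSO with enzyme and 100% = enzyme fully blocked by orthovanadate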
Ecoli WT expand: growth inhibitors of E. coli BW25113 wild type; OD600 absorbance; growth inhibition, % at 100 µM; 98,000 tested, 0.15% active;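 active = growth inhibition above about 50% at one test dose, limit read from the data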;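 note: growth measured after 20 h incubation at 37 °C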
LYP act: LYP (human) phosphatase activation. 96,000 tested, 0.11% active. activation, % at 2 µM. AID 697. recombinant LYP, DiFMUP fluorescence; 0 = plate median, 100 = signal doubled;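 active = activation at 2 µM above a set limit, the mean plus 5 SD, cut at about 37% in these data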
PostGolgi ctrl: yeast control strain growth, post-Golgi counter-screen; efflux-deficient yeast background strain, growth absorbance A615, 16 h; inhibition, % at 10 µM; 98,000 tested, 5% active; AID 738
CYP2C9 inhib: blocks human cytochrome P450 2C9. P11712. inhibition, % at 5 µM. CYP2C9 Supersomes, luciferin-H conversion, luminescence. 96,000 tested, 20% active;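 active = blocking of liver enzyme CYP2C9 beyond about 50% at 5 µM, limit read from the data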; note: values of inactives mirror those of a sister screen read the other way
CYP2C9 activ: increases human cytochrome P450 2C9 activity | P11712 | recombinant CYP2C9, luciferin-H conversion, luminescence; hits give high values; factor 1 = untreated enzyme, 0 = blocked | activation factor at 5 µM | 96,000 tested, 1.4% active | AID 1024;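 active = activation factor of 2 or more for CYP2C9 at a 5 µM dose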;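 note: 0 = sulfaphenazole-blocked wells and 1 = vehicle-only wells; values of inactives mirror those of a sister screen read the other way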
hDAT+cocaine: modulates human dopamine transporter uptake under cocaine. LLC-PK1 hDAT cells, [14C]-dopamine uptake with cocaine IC80; actives deviate in either direction. AID 449768. Q01959. 110,000 tested, 1.3% active. B-score at 10 µM;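 active = Z score or B-score, a plate-position-corrected score, falls beyond the plate's 99.7% confidence bounds, in either direction; inactive = both scores lie inside the 99.7% bounds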;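 note: scored against the spread of the other compound wells on the same plate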
PTK2B oligo ant: Pyk2 (human) oligomerization antagonism; Q293 cells, Pyk2 FERM NanoBiT luminescence; hits give low values; z-score (the deposit names both 25 µM and 10 µM); Q14289; 99,000 tested, 0.83% active;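 active = Z-score of -3 or lower, scaled per plate to the spread of control and sample wells; inactive = z-score above -3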;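 note: negative z-score means lost luminescence so less FERM oligomerization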
Target sequence (Q14289 whole entry, looked up): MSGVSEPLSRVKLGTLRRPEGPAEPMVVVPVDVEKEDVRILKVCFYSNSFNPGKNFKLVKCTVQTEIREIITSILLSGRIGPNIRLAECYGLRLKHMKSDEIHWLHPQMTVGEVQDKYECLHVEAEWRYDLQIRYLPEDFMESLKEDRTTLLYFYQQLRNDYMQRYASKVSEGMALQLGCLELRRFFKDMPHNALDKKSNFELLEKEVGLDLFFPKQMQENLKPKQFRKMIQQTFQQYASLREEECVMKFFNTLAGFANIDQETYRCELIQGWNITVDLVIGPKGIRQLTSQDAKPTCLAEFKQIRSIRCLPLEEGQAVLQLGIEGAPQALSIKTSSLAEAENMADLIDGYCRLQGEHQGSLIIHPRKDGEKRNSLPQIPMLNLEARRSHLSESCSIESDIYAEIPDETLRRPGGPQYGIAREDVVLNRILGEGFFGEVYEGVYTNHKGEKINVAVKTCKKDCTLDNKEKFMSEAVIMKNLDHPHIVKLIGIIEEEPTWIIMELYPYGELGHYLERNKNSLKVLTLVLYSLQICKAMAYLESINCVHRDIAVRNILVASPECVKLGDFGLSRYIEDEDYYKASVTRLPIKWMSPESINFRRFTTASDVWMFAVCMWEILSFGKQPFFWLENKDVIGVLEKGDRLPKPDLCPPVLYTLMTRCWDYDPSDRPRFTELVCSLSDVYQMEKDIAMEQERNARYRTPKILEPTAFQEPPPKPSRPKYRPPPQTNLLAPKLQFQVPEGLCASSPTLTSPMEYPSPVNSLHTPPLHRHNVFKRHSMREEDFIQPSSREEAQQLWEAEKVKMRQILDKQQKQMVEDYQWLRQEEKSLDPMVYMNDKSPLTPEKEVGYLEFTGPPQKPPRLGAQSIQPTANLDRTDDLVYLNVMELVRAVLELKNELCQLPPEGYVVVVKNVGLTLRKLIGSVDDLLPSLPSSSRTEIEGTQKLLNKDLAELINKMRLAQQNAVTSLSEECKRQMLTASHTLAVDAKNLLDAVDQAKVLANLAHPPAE
PostGolgi yeast: growth inhibition of a yeast mutant, post-Golgi transport screen | post-Golgi transport phenotypic cell assay | inhibition, % at 10 µM | 98,000 tested, 0.9% active | AID 739;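 note: yeast cells grown in 1536-well plates; yeast grown about 18 h at 30C before absorbance read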
* marks the source's active call; other numbers are inactive results. Cut-off read from the data, not from the text of the source, unless noted: active = inhibition above about 30%; inactive = the rest.

CCn1cc(C(=O)OCC(=O)Nc2cc(S(=O)(=O)N(C)C)ccc2C)c(=O)c2ccc(C)nc21 was read as LYP inh 2 -3, Ecoli WT expand 39, LYP act 6, PostGolgi ctrl 10, CYP2C9 inhib 28, CYP2C9 activ 0.7, hDAT+cocaine 1.3, PTK2B oligo ant 0.69 and PostGolgi yeast 5.
O=C(NNC(=O)c1ccccc1-n1cccc1)c1ccc(Cl)cc1Cl was read as LYP inh 2 1, Ecoli WT expand 1, LYP act 1, PostGolgi ctrl 14, CYP2C9 inhib -93, CYP2C9 activ 1.9, hDAT+cocaine 0.61, PTK2B oligo ant 2.2 and PostGolgi yeast 3.
For CCCC(=O)Nc1ccccc1NC(=O)c1cc(OC)c(OC)c(OC)c1 the results were LYP inh 2 5, Ecoli WT expand 3, LYP act -2, PostGolgi ctrl 0, CYP2C9 inhib 71*, CYP2C9 activ 0.3, hDAT+cocaine 0.16, PTK2B oligo ant 0.55 and PostGolgi yeast 8.
Screening COc1ccccc1C(=O)Oc1ccc(C(C)C)cc1 returned LYP inh 2 -8, Ecoli WT expand 0, LYP act 8, PostGolgi ctrl 39*, CYP2C9 inhib 0, CYP2C9 activ 1, hDAT+cocaine -0.56, PTK2B oligo ant 0.76 and PostGolgi yeast 0.
Screening COc1ccc(C)cc1NC(=O)CSc1nnc(-c2ccc(Br)cc2)o1 returned LYP inh 2 2, Ecoli WT expand -12, LYP act -3, PostGolgi ctrl 3, CYP2C9 inhib -31, CYP2C9 activ 1.3, hDAT+cocaine -0.87, PTK2B oligo ant -0.43 and PostGolgi yeast -2.
For CN(c1cc(=O)n2ccccc2n1)C1CCCCC1 the results were LYP inh 2 8, Ecoli WT expand -1, LYP act -8, PostGolgi ctrl -3, CYP2C9 inhib 16, CYP2C9 activ 0.8, hDAT+cocaine -0.33, PTK2B oligo ant 0.42 and PostGolgi yeast 4.
CC1Cc2ccccc2N1S(=O)(=O)c1ccc2c(c1)n(C)c(=O)c(=O)n2C (centres undefined) was read as LYP inh 2 0, Ecoli WT expand -20, LYP act 3, PostGolgi ctrl 3, CYP2C9 inhib -1, CYP2C9 activ 1, hDAT+cocaine -1, PTK2B oligo ant -1.4 and PostGolgi yeast -2.
For COC(=O)c1cc2sccc2n1Cc1nc(-c2ccc(OC)cc2)oc1C the results were LYP inh 2 2, Ecoli WT expand -4, LYP act -6, PostGolgi ctrl 12, CYP2C9 inhib 48, CYP2C9 activ 0.5, hDAT+cocaine 0.88, PTK2B oligo ant -0.77 and PostGolgi yeast -3.
Screening CCOC(=O)CC1C(=O)NCCN1Cc1cccc(C(F)(F)F)c1 (centres undefined) returned LYP inh 2 14, Ecoli WT expand 6, LYP act -14, PostGolgi ctrl -2, CYP2C9 inhib -20, CYP2C9 activ 1.2, hDAT+cocaine -0.4 and PostGolgi yeast 2.
For CC(=O)C1C(c2ccc(OC(F)F)cc2)NC(=O)NC1(O)C(F)(F)F (centres undefined) the results were LYP inh 2 0, Ecoli WT expand -1, LYP act -4, PostGolgi ctrl 7, CYP2C9 inhib 12, CYP2C9 activ 0.9, hDAT+cocaine 0.53 and PostGolgi yeast 0.
`CN(C)c1ccc(C2C3C(=O)N(c4ccc(C(=O)O)cc4)C(=O)C3ON2c2ccccc2)cc1` (centres undefined) gave LYP inh 2 -4, Ecoli WT expand -4, LYP act 2, PostGolgi ctrl 1, CYP2C9 inhib 11, CYP2C9 activ 0.9, hDAT+cocaine -0.94, PTK2B oligo ant 0.15 and PostGolgi yeast -5.
For Cc1cc2ncn(C(=O)N3CCC(C)CC3)c2cc1C the results were LYP inh 2 1, LYP act 1, hDAT+cocaine -0.011 and PTK2B oligo ant 0.64.
For O=C(OCC1OC2C(Oc3nc(=O)ccn32)C1O)c1ccccc1 (centres undefined) the results were LYP inh 2 -6, Ecoli WT expand 4, LYP act 4, PostGolgi ctrl 11, CYP2C9 inhib -26, CYP2C9 activ 1.3, hDAT+cocaine 0.47, PTK2B oligo ant -0.21 and PostGolgi yeast -3.
O=C(Nc1ccccc1O)c1ccc(Cl)cc1 was read as LYP inh 2 1, Ecoli WT expand 21, LYP act -3, PostGolgi ctrl 5, CYP2C9 inhib -8, CYP2C9 activ 1.1, hDAT+cocaine 0.09, PTK2B oligo ant 1.7 and PostGolgi yeast 3.
For Cc1cccc(C(=O)OCc2cnc(Cl)s2)c1 the results were LYP inh 2 -5, Ecoli WT expand 9, LYP act 8, PostGolgi ctrl -6, CYP2C9 inhib 0, CYP2C9 activ 1, hDAT+cocaine 1.3, PTK2B oligo ant 0.15 and PostGolgi yeast 10.
`COc1cc(C(=O)Oc2cccc(C)c2)cc(OC)c1OC` gave LYP inh 2 0, Ecoli WT expand -4, LYP act 4, PostGolgi ctrl 6, CYP2C9 inhib 26, CYP2C9 activ 0.7, hDAT+cocaine 1.4, PTK2B oligo ant -0.64 and PostGolgi yeast 2.
`O=C(CCC1N=C2c3ccccc3N=C(SCc3cccc(Cl)c3)N2C1=O)NCc1ccco1` (centres undefined) gave LYP inh 2 5, Ecoli WT expand -7, LYP act -7, PostGolgi ctrl 8, CYP2C9 inhib 67*, CYP2C9 activ 0.3, hDAT+cocaine 1.8, PTK2B oligo ant -0.2 and PostGolgi yeast 1.
Screening Cc1cccc(C)c1OCC(O)Cn1nnc2ccccc21 (centres undefined) returned LYP inh 2 -1, Ecoli WT expand -3, LYP act 3, PostGolgi ctrl 9, CYP2C9 inhib 17, CYP2C9 activ 0.8, hDAT+cocaine -0.29, PTK2B oligo ant -0.92 and PostGolgi yeast -13.
Screening COc1cc(CNc2ccccc2SC)cc(OC)c1OC returned LYP inh 2 1, Ecoli WT expand 8, LYP act 0, PostGolgi ctrl 1, CYP2C9 inhib 89*, CYP2C9 activ 0.1, hDAT+cocaine -0.66, PTK2B oligo ant 0.78 and PostGolgi yeast -4.
Screening CN1CCN(c2ccc(NC(=O)c3ccccc3Br)cc2)CC1 returned LYP inh 2 -5, Ecoli WT expand -1, LYP act 1, PostGolgi ctrl 21, CYP2C9 inhib 13, CYP2C9 activ 0.9, hDAT+cocaine 0.59, PTK2B oligo ant -0.08 and PostGolgi yeast -2.
COc1ccc(OC)c2[nH]c(=O)c(CCNC(=O)C3CCCCC3)cc12 was read as LYP inh 2 -3, Ecoli WT expand -2, LYP act 0, PostGolgi ctrl 6, CYP2C9 inhib -144, CYP2C9 activ 2.4*, hDAT+cocaine -0.2, PTK2B oligo ant 0.53 and PostGolgi yeast 13.
COC(=O)NNC(=O)c1ccccc1C was read as LYP inh 2 -16, Ecoli WT expand -3, LYP act 17, PostGolgi ctrl 5, CYP2C9 inhib -5, CYP2C9 activ 1, hDAT+cocaine -0.095, PTK2B oligo ant 0.69 and PostGolgi yeast -4.
Screening C/C=C/c1ccccc1OCc1ccc(C(=O)O)o1 returned LYP inh 2 12, Ecoli WT expand -7, LYP act -12, PostGolgi ctrl 5, CYP2C9 inhib 3, CYP2C9 activ 1, hDAT+cocaine 0.43, PTK2B oligo ant 0.48 and PostGolgi yeast -7.
Screening Cc1sc(NC(=O)CN2CCOCC2)nc1-c1ccc2c(c1)CCN2S(=O)(=O)c1ccccc1 returned LYP inh 2 -5, Ecoli WT expand -12, LYP act 2, PostGolgi ctrl 3, CYP2C9 inhib 14, CYP2C9 activ 0.9, hDAT+cocaine 1.6, PTK2B oligo ant 0.03 and PostGolgi yeast 2.

Arranged by length of the SMILES (smallest number first): some entries from above.
Screening COc1cc(CNc2ccccc2SC)cc(OC)c1OC returned LYP inh 2 1, Ecoli WT expand 8, LYP act 0, PostGolgi ctrl 1, CYP2C9 inhib 89*, CYP2C9 activ 0.1, hDAT+cocaine -0.66, PTK2B oligo ant 0.78 and PostGolgi yeast -4.
COc1ccc(OC)c2[nH]c(=O)c(CCNC(=O)C3CCCCC3)cc12 was read as LYP inh 2 -3, Ecoli WT expand -2, LYP act 0, PostGolgi ctrl 6, CYP2C9 inhib -144, CYP2C9 activ 2.4*, hDAT+cocaine -0.2, PTK2B oligo ant 0.53 and PostGolgi yeast 13.
Screening Cc1sc(NC(=O)CN2CCOCC2)nc1-c1ccc2c(c1)CCN2S(=O)(=O)c1ccccc1 returned LYP inh 2 -5, Ecoli WT expand -12, LYP act 2, PostGolgi ctrl 3, CYP2C9 inhib 14, CYP2C9 activ 0.9, hDAT+cocaine 1.6, PTK2B oligo ant 0.03 and PostGolgi yeast 2.

Continuation.
For O=C(O)CCc1nc(-c2cccs2)no1 the results were LYP inh 2 -4, Ecoli WT expand -2, LYP act 1, PostGolgi ctrl 2, CYP2C9 inhib -10, CYP2C9 activ 1.1, PTK2B oligo ant 0.67 and PostGolgi yeast 9.
`Cc1cccc(C(=O)/C=C2/c3ccccc3CC(C)(C)N2C)c1` gave LYP inh 2 -7, Ecoli WT expand -3, LYP act 5, PostGolgi ctrl 24, CYP2C9 inhib 85*, CYP2C9 activ 0.1, hDAT+cocaine -0.22, PTK2B oligo ant 0.48 and PostGolgi yeast 14.
Screening Nc1ccccc1Nc1ccncc1[N+](=O)[O-] returned LYP inh 2 -10, Ecoli WT expand 7, LYP act 12, PostGolgi ctrl 8, CYP2C9 inhib 5, CYP2C9 activ 1, hDAT+cocaine -0.2, PTK2B oligo ant -0.49 and PostGolgi yeast -2.
CCCCn1c(SCC(=O)N2CCCCC2C)nc2cc(S(N)(=O)=O)ccc21 (centres undefined) was read as LYP inh 2 -9, Ecoli WT expand 4, LYP act 14, PostGolgi ctrl 6, CYP2C9 inhib 26, CYP2C9 activ 0.7, hDAT+cocaine -0.12, PTK2B oligo ant 1.2 and PostGolgi yeast -10.
For CCOc1ccc(S(=O)(=O)N(CC(N)=O)c2ccc(C)cc2)cc1 the results were LYP inh 2 3, Ecoli WT expand -1, LYP act -2, PostGolgi ctrl 5, CYP2C9 inhib 41, CYP2C9 activ 0.6, hDAT+cocaine -0.36, PTK2B oligo ant -0.19 and PostGolgi yeast 6.
COc1ccc(-n2cnc3ccccc32)cc1 was read as LYP inh 2 8, Ecoli WT expand 8, LYP act -8, PostGolgi ctrl 5, CYP2C9 inhib 59*, CYP2C9 activ 0.4, hDAT+cocaine -1.3, PTK2B oligo ant -0.26 and PostGolgi yeast 9.
`CC(=O)OCc1c(C(F)(F)F)nn(C)c1Sc1ccccc1` gave LYP inh 2 17, Ecoli WT expand 14, LYP act -14, PostGolgi ctrl 23, CYP2C9 inhib 16, CYP2C9 activ 0.8, hDAT+cocaine -1.1, PTK2B oligo ant 0.54 and PostGolgi yeast -3.
`CCOc1ccc(C(=O)Nc2cc(C)on2)cc1` gave LYP inh 2 -21, Ecoli WT expand -8, LYP act 17, PostGolgi ctrl 3, CYP2C9 inhib -10, CYP2C9 activ 1.1, hDAT+cocaine 1.1, PTK2B oligo ant 0.84 and PostGolgi yeast -4.
Screening Cc1cc(NCCC(C)C)n2nc(C)c(-c3ccccc3)c2n1 returned LYP inh 2 2, Ecoli WT expand 10, LYP act -1, PostGolgi ctrl 53*, CYP2C9 inhib 27, CYP2C9 activ 0.7, hDAT+cocaine -0.35, PTK2B oligo ant -1.4 and PostGolgi yeast -1.
O=C(Cc1cccs1)Nc1nncs1 was read as LYP inh 2 -3, Ecoli WT expand 4, LYP act -2, PostGolgi ctrl 0, CYP2C9 inhib -7, CYP2C9 activ 1.1, hDAT+cocaine -0.79, PTK2B oligo ant 0.92 and PostGolgi yeast 1.
CCSc1nnc(NC(=O)C2CCCCC2C(=O)OCC(F)(F)C(F)F)s1 (centres undefined) was read as LYP inh 2 -5, Ecoli WT expand 2, LYP act 2, PostGolgi ctrl 10, CYP2C9 inhib 30, CYP2C9 activ 0.7, hDAT+cocaine -0.38, PTK2B oligo ant -0.03 and PostGolgi yeast 5.
Screening O=C(CN(C(=O)CSc1nc2ccccc2o1)c1ccccc1)NC1CCCCC1 returned LYP inh 2 -5, Ecoli WT expand -8, LYP act 8, PostGolgi ctrl 11, CYP2C9 inhib 50, CYP2C9 activ 0.5, hDAT+cocaine 0.44, PTK2B oligo ant -1.2 and PostGolgi yeast 3.
`O=C(O)CC(CP(=O)(c1ccccc1)c1ccccc1)C(=O)O` (centres undefined) gave LYP inh 2 -2, Ecoli WT expand 3, LYP act 3, PostGolgi ctrl 1, CYP2C9 inhib -18, CYP2C9 activ 1.2, hDAT+cocaine -0.36, PTK2B oligo ant -0.08 and PostGolgi yeast 1.
